Assay outcomes as filed in PubChem BioAssay.
SIAE primary: human SIAE inhibitors, primary screen, biochemical, fluorescence polarization, FP-Rh probe, 1536-well HTS; Sialate O-acetylesterase (Homo sapiens), Q9HAT2; inhibition, % at 9.66 µM; actives 0.69% (n = 370,000); AID 1053197, 2014; SIAE FP-Rh probe binding;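 active = inhibition above a cutoff: mean of compounds within the control limits plus 3 SD of those, cut at about 17% in these data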;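 note: 0% = plate median of compound wells and 100% = probe without SIAE protein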
UHRF1 binding: UHRF1 methylated DNA binding inhibitors, primary screen, counter-screen for MBD2 inhibitor project, biochemical, TR-FRET, human UHRF1, single concentration | E3 ubiquitin-protein ligase UHRF1 (Homo sapiens), Q96T88 | UHRF1 binding to methylated oligo | inhibition, % at 4.4 µM | actives 0.75% (n = 370,000) | AID 687016, 2013; in the data active = inhibition above about 21%;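 note: UHRF1 SRA domain binding a hemimethylated CpG hairpin DNA probe; 0% = median of test compound wells and 100% = reference inhibitor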
proKLK7 act: proKLK7 zymogen activators, primary screen, biochemical, fluorescence intensity. Kallikrein-7 (Homo sapiens), P49862. purified proKLK7, EDANS-DABCYL substrate fluorescence; 100% is mature enzyme control, 0% vehicle. activation, % at 7 µM. actives 0.9% (n = 370,000). AID 652039, 2013;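 active = activation above the mean of all tested compounds plus 3 SD, computed per campaign excluding outliers beyond control limits, cut at about 13% in these data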
Target sequence (P49862 whole entry, looked up): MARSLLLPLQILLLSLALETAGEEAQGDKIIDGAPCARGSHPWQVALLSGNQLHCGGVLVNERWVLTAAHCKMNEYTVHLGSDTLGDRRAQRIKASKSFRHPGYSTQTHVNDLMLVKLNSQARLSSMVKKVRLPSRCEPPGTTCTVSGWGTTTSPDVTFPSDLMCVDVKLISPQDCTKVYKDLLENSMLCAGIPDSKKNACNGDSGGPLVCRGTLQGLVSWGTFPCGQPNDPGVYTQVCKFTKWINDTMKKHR
LEDGF integ inh: blockers of LEDGF/p75-dependent integrase strand transfer – biochemical, TR-FRET, high throughput, primary screen. actives 0.64% (n = 370,000). TR-FRET IN-LEDGF/p75 DNA integration, Eu/Cy5. HIV-1 integrase (with human LEDGF/p75). AID 743269, 2014. inhibition, % at 3.7 µM;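 active = inhibition above the screen-wide mean plus 3 SD, cut at about 13% in these data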;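 note: signal is the Cy5 over europium emission ratio at 671 and 618 nm; 0% = plate median of compound wells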
DDE Tn6 FP inh: inhibitors of Tn6 peptide binding to fibrin DD(E), primary screen, biochemical, fluorescence polarization, human fibrin, Tn6 probe | Fibrin DD(E) TRITC-Tn6 fluorescence polarization displacement | inhibition, % at 8.3 µM | actives 0.21% (n = 370,000) | AID 720509, 2013;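 active = inhibition above a per-campaign cutoff: mean of compounds within control limits plus 3 SD, cut at about 15% in these data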;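 note: 0% = median of all compound wells on the plate and 100% = blocking peptide control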
TCR CD3 inh: inhibitors of human TCR-CD3 interaction, primary screen, biochemical, fluorescence, TAMRA-labeled TCR probe; T-cell receptor (TCR); inhibition, % at 9.4 µM; actives 0.37% (n = 360,000); in the data active = inhibition above about 19%;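 note: recombinant mutant TCR 2C K166C tagged with TAMRA read by polarization; 0% = receptor in buffer alone and 100% = receptor with positive control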
TDP2 inh: human TDP2 enzyme inhibitors, primary screen, biochemical, epi absorbance, recombinant enzyme | AID 720702, 2013 | inhibition, % at 12.8 µM | T5PNP hydrolysis, p-nitrophenol absorbance 415 nm | Tyrosyl-DNA phosphodiesterase 2 (Homo sapiens), O95551 | actives 0.34% (n = 370,000);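 active = inhibition above the mean of all tested compounds plus 3 SD, set per campaign, cut at about 25% in these data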;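 note: 0% = DMSO with enzyme and 100% = buffer with substrate but no TDP2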
Target sequence (O95551 whole entry, looked up): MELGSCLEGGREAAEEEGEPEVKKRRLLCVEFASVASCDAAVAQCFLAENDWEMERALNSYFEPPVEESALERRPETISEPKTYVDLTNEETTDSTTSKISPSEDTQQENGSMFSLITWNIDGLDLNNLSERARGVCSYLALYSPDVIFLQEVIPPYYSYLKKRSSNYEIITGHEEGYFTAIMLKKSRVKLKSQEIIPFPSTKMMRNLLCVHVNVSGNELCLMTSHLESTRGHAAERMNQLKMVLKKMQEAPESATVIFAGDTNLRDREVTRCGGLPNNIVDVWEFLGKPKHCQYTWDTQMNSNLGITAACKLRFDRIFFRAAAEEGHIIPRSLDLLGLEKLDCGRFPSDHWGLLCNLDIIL
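Read-out basis: percent inhibition. System: recombinant human TDP2. Buffer or medium: Mg2+-containing Tris-HCl buffer, pH 7.5. Repeats: single replicate. Timing: reaction 2 h, 37 °C. Benchmarks: high control without enzyme, low control DMSO plus TDP2. Probe or stimulus: 5 mM T5PNP. Doses: 12.8 µM only. Measured by: epi absorbance of p-nitrophenol freed from T5PNP by hydrolysis.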
MBD2 DNA inh: inhibitors of MBD2 binding to methylated DNA, primary screen, biochemical, TR-FRET, DNA-binding domain, human; Methyl-CpG-binding domain protein 2 (Homo sapiens), Q9UBB5; MBD2 binding to methylated oligonucleotide; inhibition, % at 4.4 µM; actives 0.31% (n = 370,000); in the data active = inhibition above about 13%
Target sequence (Q9UBB5 whole entry, looked up, the tested form may be a part): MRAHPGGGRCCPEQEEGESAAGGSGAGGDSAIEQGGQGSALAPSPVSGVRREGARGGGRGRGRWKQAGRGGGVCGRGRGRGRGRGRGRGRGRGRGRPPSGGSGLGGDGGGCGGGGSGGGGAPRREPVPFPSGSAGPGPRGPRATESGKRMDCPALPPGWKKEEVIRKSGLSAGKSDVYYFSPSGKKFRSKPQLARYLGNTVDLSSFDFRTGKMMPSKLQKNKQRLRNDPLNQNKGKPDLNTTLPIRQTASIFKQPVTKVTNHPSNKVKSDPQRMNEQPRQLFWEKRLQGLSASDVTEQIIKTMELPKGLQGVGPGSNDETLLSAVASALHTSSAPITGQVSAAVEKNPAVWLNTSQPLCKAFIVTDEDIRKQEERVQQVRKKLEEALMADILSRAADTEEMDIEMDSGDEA
PRMT1 inh: PRMT1 methyltransferase inhibitors, primary screen, biochemical, fluorescence polarization | inhibition, % at 2.79 µM | AID 652257, 2013 | recombinant PRMT1, activity-based probe fluorescence polarization | actives 1.3% (n = 370,000) | Protein arginine N-methyltransferase 1 (Homo sapiens), Q99873;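 active = inhibition above about 21% made by adding two undisclosed values, limit read from the data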
DDE Tn7 FP inh: inhibitors of Tn7 peptide binding to fibrin DD(E), primary screen, biochemical, fluorescence polarization, human fibrin, Tn7 probe; inhibition, % at 8.3 µM; FP displacement of FITC-Tn7 peptide from fibrin DD(E); 0% = median of compound wells per plate; Fibrinogen beta chain (Homo sapiens), P02675; actives 0.13% (n = 370,000);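 active = inhibition above the mean of compounds falling within the control limits plus 3 SD of them, cut at about 14% in these data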;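 note: 0% = plate median of compound wells and 100% = 10 µM Aha-Tn7 peptide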
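system = human fibrin DD(E) protein | quantity = DD(E) 2 µM final | medium = Tris/NaCl/CaCl2 buffer, pH 7.8 | also added = labelled Tn7 tracer, 0.1 µM | compound dosing = single point at 8.3 µM | timing = compound with protein 10 min, then 3 h after probe, room temperature | signal = FP measurement | benchmarks = Aha-Tn7 high control | repeats = one replicate per compound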
The depositor's hits bear a star; . = not tested or not shown.

SMILES	SIAE primary	UHRF1 binding	proKLK7 act	LEDGF integ inh	DDE Tn6 FP inh	TCR CD3 inh	TDP2 inh	MBD2 DNA inh	PRMT1 inh	DDE Tn7 FP inh
COCC(=O)NC1CCN(S(=O)(=O)c2ccc(C(=O)O)cc2)CC1	-1	0	-0.3	1	0	-4	0	0	3	4
O=C(c1ccccc1)c1nccc2ccccc12	-4	1	-0.1	3	-5	-1	-2	3	-2	-5
COc1ccccc1CC(=O)c1ccccc1OC	-1	4	0.0	5	-5	4	8	-3	-5	-5
CCOC(=O)[C@]12CCCC=C1N(Cc1ccco1)C(=O)[C@H](CC(=O)NCCC(C)C)C2	-2	-2	-0.1	0	-3	2	-6	-7	-5	0
CCCCN1C(=O)CC2CCOC21C (stereo not given)	-3	0	-0.2	2	1	-2	-3	-2	0	-3
CN1CCN(c2nc(C(N)=O)cc(-c3ccccc3)n2)CC1	4	-37	8.8	-1	7	8	7	-3	-1	4
O=C(CSc1ccc2ccccc2c1)NC1CCCc2ccccc21 (stereo not given)	3	2	1.2	1	1	2	0	5	3	5
CCCC(C)C(=O)Nc1cc([N+](=O)[O-])ccc1F (stereo not given)	2	3	0.3	5	-1	-3	-23	-2	-4	1
COCCn1c(N)c(Sc2ccc(C)cc2)c(=O)[nH]c1=O	-2	2	0.3	-3	-1	-4	1	4	2	7
COc1cc([N+](=O)[O-])ccc1NC(=O)COC(=O)CCOc1ccc(C)cc1	7	6	-0.1	-5	5	-2	11	8	9	0
COCCNC(=S)Nc1cc2oc3ccccc3c2cc1OC	3	1	-0.2	2	0	-2	-6	-2	-2	-2
O=C(C=Cc1ccccc1Cl)c1ccccc1	-6	-1	-0.1	2	6	4	2	0	1	-6
CC1CCN(C(=O)Cn2cc([N+](=O)[O-])ccc2=O)c2ccccc2S1 (stereo not given)	4	-2	-0.8	0	4	5	-3	-11	-6	12
O=C(Nc1ccc(Br)cc1)C1CCC(=O)N1Cc1ccccc1Cl (stereo not given)	-1	0	-0.2	2	2	7	-4	-5	0	1
O=C(c1ccc(S(=O)(=O)N2CCCCC2)cc1)N1CCc2ccccc2C1	-5	0	0.6	-2	6	7	-9	5	-1	-5
CCCCCn1c(CN2CCN(c3cccc(Cl)c3)CC2)nc2c1c(=O)[nH]c(=O)n2C	-4	-3	-0.1	-3	-4	2	2	2	-1	3
COc1ccc(-c2cc(NC(=O)c3cncn3-c3ccccc3)ccc2OC)cc1	4	-2	-0.3	-1	7	5	5	0	0	-1
O=c1cc(O)n(-c2ccccc2)c(=S)[nH]1	-1	1	0.2	3	-8	-6	3	2	6	-7
COc1ccc(/C=C/C(=O)Nc2ccc(C(C)=O)cc2)cc1S(=O)(=O)N1CCOCC1	-6	0	-0.2	3	0	3	0	2	2	-3
NC(=O)CC(NC(=O)c1ccccc1)c1ccc(N2CCCCCCC2)c([N+](=O)[O-])c1 (stereo not given)	3	-2	0.7	3	1	3	0	-4	1	2
CC(C)(C)OC(=O)NCc1ccc(NC(=O)c2nc[nH]c2C(=O)Nc2cc(Br)ccc2F)cc1	3	-2	0.0	-3	0	-6	-1	1	-2	2
CCCOc1ccccc1N/C(=N/c1nc(C)cc(C)n1)NC(=O)COc1ccc(OC)cc1	-5	3	0.1	-2	4	-2	-1	4	1	4
N#C/C(=C\c1ccco1)Sc1nc2ccccc2s1	-5	-4	-0.3	0	0	0	1	2	10	-3
Cc1ccc(C)c(S(=O)(=O)N/N=C/c2cccnc2)c1	-1	-2	0.1	0	-1	0	16	3	1	4
Cc1cc(C)n(-c2nnc(NCc3ccc(Cl)cc3)nn2)n1	2	-6	0.0	-2	3	3	11	-4	-1	-2
COc1cccc(C(=O)Nc2cccc(-c3nc4ncccc4o3)c2C)c1	-3	2	-0.4	3	3	-1	-2	4	-1	-6
C=C1CCN([C@@H](C)C(=O)NCc2cc(OC)c(OC)c(OC)c2)S(=O)(=O)c2ccccc21	1	2	-0.7	2	0	-5	-3	0	1	-1
O=C1Nc2ccccc2C(=O)N2c3ccccc3NC(=O)C12 (stereo not given)	0	-3	-0.2	-1	-6	8	-1	2	-1	-1
COc1ccc(CCNC(=S)N(C)C)cc1OC	1	-3	-0.4	0	0	5	8	-10	-3	5
Cc1ccc(C(=O)/C=C/c2ccc3ncccc3c2)cc1	-14	3	0.2	-1	-4	-6	-5	3	9	3
O=c1cc(CN2CCCCC2)nc(C2CC2)[nH]1	-3	2	-0.5	9	-4	1	-7	-2	-3	-5
COC(=O)c1cc(-c2ccc(Cl)cc2)n[nH]1	1	-1	0.6	-2	0	6	0	3	-2	-2
Cn1ccnc1SCC(=O)Nc1cccc(C(F)(F)F)c1	4	0	0.5	1	6	-5	9	-5	-1	3
C=CC[C@H](CC(=O)N(CCO)Cc1ccccc1)C(=O)N[C@H](COC(=O)[C@H](CC=C)CC(=O)OC(C)(C)C)Cc1c[nH]c2ccccc12	2	16	0.7	-2	1	2	-3	2	2	-7
CC(=O)Nc1c2c(nn1-c1cccc(Cl)c1)CS(=O)(=O)C2	18*	-2	0.1	1	0	2	5	3	-2	-1
CC(NC(=O)CSc1nc2ccccc2n1CCC#N)c1ccc(F)cc1 (stereo not given)	0	-2	0.0	-3	-3	3	9	0	2	4

Look-ups from the entries so far.
Result for COc1cccc(C(=O)Nc2cccc(-c3nc4ncccc4o3)c2C)c1 in SIAE primary: -3
Result for COc1ccc(CCNC(=S)N(C)C)cc1OC in PRMT1 inh: -3

Continued.
SMILES	SIAE primary	UHRF1 binding	proKLK7 act	LEDGF integ inh	DDE Tn6 FP inh	TCR CD3 inh	TDP2 inh	MBD2 DNA inh	PRMT1 inh	DDE Tn7 FP inh
Cc1cccc(C2NC(=O)c3ccccc3N2)c1 (stereo not given)	8	2	0.2	3	3	-6	1	-1	-2	2
CCOC(=O)Cn1nc2sc3ccccc3n2c(=O)c1=O	10	-2	-4.9	-2	-6	-2	6	-3	-1	1
C[C@]12C=CC(=O)C=C1CC[C@@H]1[C@@H]2[C@@H](O)C[C@@]2(C)[C@H]1CC[C@]2(O)C(=O)COC(=O)CCC(=O)NCCc1ccc(O)cc1	-4	-3	0.4	4	5	8	4	-6	-6	1
CCN1C=CC2=C(C#N)C(N)C(C#N)(C#N)C(c3ccccc3C(F)(F)F)C2C1 (stereo not given)	6	-6	-3.2	-2	2	8	4	-5	22*	3
Cc1cc(=O)n2c(sc3ccccc32)c1C#N	-5	0	0.8	-10	-6	0	-9	-1	9	-2
COCCCNC(=O)Cn1c(=O)n(Cc2ccc(C(=O)NCCc3ccc(OC)c(OC)c3)cc2)c(=O)c2ccccc21	-2	0	0.3	-2	3	0	12	2	2	1
Cc1nn(Cc2ccc(Cl)cc2Cl)c(C)c1NC(=O)c1ccc(COc2cc(Cl)ccc2Cl)o1	-15	1	-0.5	24*	3	-3	-12	-2	9	-4
O=C(CCS(=O)(=O)c1cccc2nonc12)Nc1cccc2c1CCCC2	4	0	0.2	-1	8	-4	1	-3	3	-3
CNC(=O)c1sc(NCc2ccccc2OC)nc1C	16	8	-0.5	-2	7	-4	-14	8	0	4
CCC(=O)Nc1nc2ccccc2n1CCN1CCOCC1	-1	3	0.2	-5	3	8	-7	-1	-2	2
Cc1cc(NS(=O)(=O)c2ccc(NC(=S)NC(=O)c3ccccc3)cc2)no1	1	-3	-0.2	0	-1	-5	-7	1	-2	-3
COc1ccc2cc(-c3[nH]ncc3CN3C[C@@H]4CCC[C@H]3C4)ccc2c1	-4	-1	-0.7	3	-1	-1	0	0	-4	-1
COc1ccc(CCC(=O)N2CCN(c3ccc(OC)cc3)CC2)cc1	-2	-2	-0.3	3	0	6	16	-1	0	-4
O=C1C2C3C=CC(C3)C2C(=O)N1c1cccc(N2C(=O)C3C4C=CC(C4)C3C2=O)n1 (stereo not given)	-5	3	0.6	0	-4	3	-8	10	4	1
C=CCN(C(=O)COC(=O)c1cc[n+]([O-])cc1)c1nc(-c2ccccc2)cs1	-3	1	0.0	4	-4	-4	-11	0	-1	-1
Cn1c(=O)oc2cc(S(=O)(=O)N3CCN(CCO)CC3)ccc21	9	-1	1.1	0	-6	.	-1	2	0	7
COCC(=O)Nc1sc2c(c1C(=O)OC)CCC(C)C2 (stereo not given)	-5	3	-1.6	-1	-8	-4	0	8	6	2
Cc1cccc(C(=O)Oc2ccc(/C=N/NC(=O)c3ccncc3)cc2)c1	0	0	0.2	-4	-9	-9	0	3	1	5
Cc1cc(NC(=O)CN2C(=O)[C@@H]3[C@H](C2=O)[C@@H]2C[C@H]3C(Br)C2Br)no1 (stereo not given in full)	2	-3	0.1	2	-2	2	8	-6	-2	9
Cc1nn(-c2ccccc2)c(C)c1C(=O)OC(C)C(=O)Nc1ccc(C(N)=O)cc1 (stereo not given)	-1	1	0.4	1	1	-6	-7	2	-2	-2
COc1ccc(NC(=O)CNC(=O)c2nn(-c3ccc(OC)cc3OC)c(=O)c3ccccc23)c(OC)c1	-7	1	0.3	4	0	-9	-17	-5	-6	6
Cc1sc2nc(SCC(=O)NCCCO)n(-c3ccccc3)c(=O)c2c1C	-2	0	0.6	5	-5	1	-9	5	4	-3
COc1ccc2c(c1)CNC2CS(=O)(=O)NCCc1ccccc1 (stereo not given)	-3	-11	-1.3	-4	1	.	10	-1	5	-3
COc1ccc(C2/C=C\CN(S(=O)(=O)c3ccc4ccccc4c3)CC(=O)N2Cc2ccc(F)cc2)cc1 (stereo not given)	-5	6	0.6	-1	0	9	3	-3	0	6
Cc1ccc(NC(=O)C(C)Sc2nnc(C3CC3)n2C2CC2)cc1S(=O)(=O)N1CCOCC1 (stereo not given)	5	1	0.2	-4	-3	0	-1	1	2	-1
CCOC(=O)C1CCN(Cc2ccc(O)c3ncccc23)CC1	2	-5	0.3	-5	4	2	-8	-5	-3	-4
